# Screening data as filed in PubChem BioAssay.
# SENP1 inh – human SENP1 catalytic domain inhibitors, primary screen, biochemical, FRET, uHTS; recombinant SENP1 catalytic domain, CyPet-SUMO1-YPet FRET cleavage; 360,000 compounds, 0.21% hits; inhibition, % at 10 µM; Sentrin-specific protease 1 (Homo sapiens), Q9P0U3;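 active = inhibition at least 30% at 10 µM, raw YFP signal under a set limit, fluorescence ratio 0.5 to 1.5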;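 note: 0% = enzyme with DMSO and 100% = no enzyme wells; some results filed as inactive read as strong as hits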
# Target sequence (Q9P0U3 419-644 limits assumed): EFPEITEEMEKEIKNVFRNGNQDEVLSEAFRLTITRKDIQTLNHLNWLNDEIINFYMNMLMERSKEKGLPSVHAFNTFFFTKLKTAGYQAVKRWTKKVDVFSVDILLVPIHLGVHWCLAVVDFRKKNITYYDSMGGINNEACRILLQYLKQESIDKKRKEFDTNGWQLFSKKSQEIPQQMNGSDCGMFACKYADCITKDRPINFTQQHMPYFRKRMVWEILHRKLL
#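 system = hSENP1 catalytic domain, recombinant | reagent = SFCypet-SUMO1-SFYpet substrate at 25 nM | doses = one dose per compound, 10 µM, 0.5% DMSO | incubation = enzyme reaction for 50 min at room temperature, dark | measured by = FRET, CFP and YFP emission | controls = no-enzyme low, enzyme-DMSO high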
# SENP8 block – human SENP8 protease inhibitors, primary screen, biochemical, fluorescence, Nedd8 protein substrate, uHTS. Sentrin-specific protease 8 (Homo sapiens), Q96LD8. recombinant SENP8. inhibition, % at 20 µM. 360,000 compounds, 0.64% hits. AID 602440, 2012; in the data active = inhibition mostly above about 40%, no sharp cut-off; inactive = mostly below about 27%
# Target sequence (Q96LD8 whole entry, looked up): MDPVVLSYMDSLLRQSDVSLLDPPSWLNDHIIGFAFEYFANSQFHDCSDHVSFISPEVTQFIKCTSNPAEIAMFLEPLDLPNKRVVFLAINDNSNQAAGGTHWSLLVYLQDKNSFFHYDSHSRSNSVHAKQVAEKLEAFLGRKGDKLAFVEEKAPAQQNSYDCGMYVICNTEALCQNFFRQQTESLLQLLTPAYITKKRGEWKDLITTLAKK
# MPTP block – mitochondrial permeability transition pore inhibitors, primary screen, biochemical, isolated mouse mitochondria, absorbance | Ca2+ swelling absorbance, 30 min | 360,000 compounds, 1.4% hits | inhibition, % at 10 µM;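 active = inhibition of 50% or more, scaled per plate between neutral and stimulator controls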;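 note: 0% = DMSO wells given calcium and 100% = 1 mM EGTA wells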
# Active calls of the source: *; i = inactive. A portion of the library (hit frequency here may not be typical).
# Sequence of screens: SENP1 inh	SENP8 block	MPTP block
> COc1ccc(C(=O)N2CCCCC2c2cc(C(=O)NCc3ccccc3)no2)cc1 (stereo not given)
→ 1	12	-1.4
> CCCN1C(=O)CC(c2ccc(OC)c(OC)c2)C1=O (stereo not given)
→ 4	-1	-1.7
> N#Cc1ccc(-c2nc3ccc(Cl)cn3c2Cc2ccccc2)cc1
→ 11	-333	0.8
> OC[C@@H]1CN(CCc2ccccc2)C[C@H](n2cnc3c(NCc4ccc(F)cc4)ncnc32)O1
→ 0	7	-1.2
> CC1(C)OC(=O)C2=C(C[C@@H](C3CCCCC3)O[C@H]2c2ccc(F)cc2)O1
→ -2	26	1.4
> C#Cc1ccc(NC(=O)C2(C)CCN2C(=O)C2(c3ccccc3)CCCC2)cc1 (stereo not given)
→ 1	19	-0.7
> O=C(NCc1ccccc1)C(c1ccc(F)cc1)N1CCN(c2ccccc2F)CC1 (stereo not given)
→ 3	22	0.8
> Cc1ccc2ccccc2c1C(O)c1ncc(-c2ccc(F)cc2)[nH]1 (stereo not given)
→ 1	-2	1.9
> CC(=O)Nc1cc(-c2ccc(C(=O)N3CCOCC3)cc2)cn2c(-c3ccc(C(C)=O)cc3)cnc12
→ -8	-482	-0.8
> Cc1ccc(NC(=O)CCC(=O)NN=Cc2ccc(C)o2)c(C)c1
→ 1	13	-1.7
> C=CCC[C@@H](CCCCC)OC(=O)/C=C/[C@H](O)[C@@H](O)C[C@H](O)CC=C
→ -1	13	0.8
> O=C(O)C1CCC2CCCC21 (stereo not given)
→ -3	11	-1.0
> CN(C)C(=O)c1cccc(-c2cnc3cccnn23)c1
→ -15	i	-1.2
> CC1(C(=O)Nc2cccc3ncccc23)CCN1C(=O)CCc1ccccc1 (stereo not given)
→ 1	-285	0.1
> Cc1cc2c(cc1C)-n1nnnc1C(N(C)CCc1ccccc1)C(=O)N2 (stereo not given)
→ -2	-8	0.4
> COc1ccccc1-c1noc2c1C(=O)N(Cc1cn(-c3ccccc3OC)nn1)CC2
→ 3	16	-1.5
> C[C@H](NC(=O)[C@@H]1CCCN1C(=O)[C@@H]1CCCN1C(=O)c1ccccc1)c1ccccc1
→ 0	11	-0.7
> CN(CCO)c1ccc2c(c1)OC[C@@H](Cc1ccccc1)NS2(=O)=O
→ 1	5	-0.6
> Cc1ccc(S(=O)(=O)N2[C@H](CC(=O)c3ccccc3)OC[C@@H]2C)cc1
→ 2	11	-1.8
> CCc1nc2c(OCc3ccc(F)c(F)c3)cccn2c1N(C)C(=O)c1ccco1
→ 2	5	-2.8
> CCCCn1nnnc1C(c1cc2ccccc2o1)N1CCN(c2c(C)cccc2C)CC1 (stereo not given)
→ -4	6	3.1
> CCOC(=O)c1cc(-c2cccc(O)c2)oc1C
→ 2	3	1.0
> CC(C)(C)c1cc2nc(NCCc3ccc(S(N)(=O)=O)cc3)ccn2n1
→ -5	-349	0.8
> O=C(O)CC1CC(O)CCC1=O (stereo not given)
→ 0	14	-1.3
> CC(C)C[C@H]1CN(CCCC[C@H]2CNC(=O)C(=O)N2CCc2ccc(O)cc2)C(=O)C(=O)N1CCc1ccccc1
→ 1	8	-0.1
> CCNC(=O)C1(C)CCN(C(=O)c2ccccc2OC)C1 (stereo not given)
→ 2	22	1.6
> Cc1cccc(C)c1-n1nnnc1C1c2ccccc2C(=O)N1CCC(C)C (stereo not given)
→ 3	8	0.1
> CCCCc1c(-c2ccccc2OC)ncn1CCc1ccccc1OC
→ 0	2	80*
> O=C(Nc1ccc2c(c1)OCCO2)C(C1CC1)n1c(=O)c(-c2ccco2)nc2ccccc21 (stereo not given)
→ -22	-406	4.0
> CC(=O)Nc1cc(-c2cccnc2)cn2c(-c3ccc(F)cc3)cnc12
→ -1	-206	-0.1
> COc1ccc(C(C)(O)c2nc(-c3ccc(F)cc3OC)cs2)cc1 (stereo not given)
→ 1	13	0.0
> CC1(C(=O)NS(=O)(=O)C2CC2)CCN(C(=O)c2cc3ccccc3s2)C1 (stereo not given)
→ 0	5	1.0
> CSc1ccc(OC2(C)CCN(Cc3ccc(C(C)C)cc3)C2)cc1 (stereo not given)
→ 0	8	0.9
> Nc1nc2ccc(Cl)cc2cc1C(=O)NCCCN1CCOCC1
→ -85	-422	-0.7
> COc1ccc(C(C(=O)NC(C)(C)C)n2c(=O)c(-c3ccco3)nc3ccccc32)cc1 (stereo not given)
→ -54	-374	0.4
> COc1cccc(C(C)(O)c2nc(-c3ccc(Cl)cc3)cs2)c1 (stereo not given)
→ 1	13	5.1
> COc1ccc(-c2nc3ccc(C)cn3c2Cc2cccc(F)c2)cc1OC
→ 20	-363	-0.7
> Cc1c(C(=O)NCc2ccc([N+](=O)[O-])cc2)sc(=O)n1Cc1ccc2c(c1)OCO2
→ 0	1	-0.1
> CCCS(=O)(=O)NC(=O)C1(C)CCCN(C(=O)c2c(F)ccc(C)c2F)C1 (stereo not given)
→ 2	19	-0.6
> Cc1cc(C)c(S(=O)(=O)N2C[C@H]3CON(C)[C@H]3C[C@H]2c2ccc(N3CCCCC3)cc2)c(C)c1
→ 3	10	0.8
> CC(=O)c1cccc(-c2ccnc3c2CC(C(=O)Nc2cccc(Oc4ccccc4)c2)O3)c1 (stereo not given)
→ -1	13	-0.1
> CC(C)c1ccc(CC(=O)N2CCC2(C)C(=O)Nc2ccc3c(c2)OCCO3)cc1 (stereo not given)
→ 0	21	0.6
> CC(=O)C1=CCC(c2ccco2)N(S(=O)(=O)c2ccc(C)cc2)C1 (stereo not given)
→ 1	20	-3.2
> COc1ccc(-c2csc(C(NC(C)=O)c3cccc(F)c3)n2)cn1 (stereo not given)
→ 0	-10	0.7
> CC(C)n1nnnc1C1c2ccccc2C(=O)N1CCc1ccccc1F (stereo not given)
→ 3	8	1.0
> CCOC1=C2CN(S(=O)(=O)c3ccccc3)[C@H](c3ccccc3)C[C@H]2n2c(=O)n(-c3ccccc3)c(=O)n2C1
→ 2	15	0.3
> O=C1C(=Cc2ccc(F)cc2)CCc2ccccc21
→ 0	9	2.2
> CCc1nc2ccc(C(=O)NCC3CCCCC3)cn2c1N(C)Cc1nccs1
→ -6	-13	-1.3
> CC1(C(=O)NS(=O)(=O)c2cccc(Cl)c2)CCN1C(=O)C1CC1 (stereo not given)
→ 3	20	-0.9
> CCc1nc2c(OCc3ccc(Cl)cc3Cl)cccn2c1N(C)C(=O)c1ccccc1F
→ -1	3	-0.5

# Next section:
# Sequence of screens: SENP1 inh	SENP8 block	MPTP block
> CC1CCCCC1NC(=O)C1CCC(CNS(=O)(=O)c2ccc3c(c2)C(C)(C)C(=O)N3C)CC1 (stereo not given)
→ -1	1	-1.8
> CCOC(=O)C1(C)CCN1C(=O)c1ccccc1OC(F)(F)F (stereo not given)
→ 1	11	0.1
> CC(C)C(=O)N1CCCC1(C)C(=O)Nc1cccc(Oc2ccccc2)c1 (stereo not given)
→ 1	2	-0.8
> CSCCC(C(=O)NC1CCCC1)n1c(C2CCCC2)nc2ccccc21 (stereo not given)
→ -5	-32	7.0
> CCOC(=O)[C@]12CCCC=C1N(Cc1cccc3ccccc13)C(=O)[C@H](CC(=O)N1CCCCC1)C2
→ 4	16	-1.2
> COc1ccc(C=O)c(-c2c(-c3ccccc3OC)sc3ccccc23)c1
→ 2	6	0.8
> CCNC(=O)C[C@@H]1C=C[C@@H](NS(=O)(=O)c2ccc(F)cc2)[C@@H](CO)O1
→ -1	16	-0.7
> COc1ccccc1Cc1c(-c2cccc(Cl)c2)nc2ccc(C)cn12
→ -2	-357	1.2
> COc1cccc(C(O)c2ncc(-c3ccc(C(F)(F)F)cc3)[nH]2)c1 (stereo not given)
→ 2	13	1.9
> CCOC(=O)C1=C[C@@H](C(C)C)N(S(=O)(=O)c2ccc([N+](=O)[O-])cc2)[C@H]1c1ccccc1
→ -2	31	1.9
> CC(C)c1ccc(Nc2ncc3c(n2)CCN(C(=O)Nc2ccc(F)c(Cl)c2)C3)cc1
→ -9	-22	14
> Cc1ccc(-c2cnc3cccnn23)cc1F
→ -67	i	0.3
> Nc1ncnc2c1ncn2[C@@H]1O[C@H](C(=O)NS(=O)(=O)c2ccccc2[N+](=O)[O-])[C@@H](O)[C@H]1O
→ 3	10	-1.1
> CN(C)C(=O)C[C@@H]1C=C[C@@H](NC(=O)C2CCC2)[C@@H](CO)O1
→ 0	26	-0.1
> CCCCOc1ccc(S(=O)(=O)NC(=O)C2(C)CCN2C(=O)Cc2ccccc2Cl)cc1 (stereo not given)
→ 4	11	0.1
> O=C(C(=O)N1CCN(CCN2CCOCC2)CC1)c1ccccc1
→ 3	23	-1.3
> COc1ccc(Cl)cc1-c1cc(C(=O)NCc2cc(C(F)(F)F)cc(C(F)(F)F)c2)[nH]n1
→ -1	16	4.7
> O=C(c1cc(-c2ccccc2)on1)N(Cc1cccnc1)C(c1ccccn1)c1nc2ccccc2[nH]1 (stereo not given)
→ -5	15	-7.8
> Cc1ccc(C(O)c2ncc(-c3ccc4ccccc4c3)[nH]2)cc1 (stereo not given)
→ -5	-290	2.8
> CC(C(=O)NC1CCCC1)n1c(-c2ccncc2)nc2ccccc21 (stereo not given)
→ 2	-38	1.5
> Cc1cc(C(=O)N2CCC2(C)C(=O)NS(=O)(=O)c2ccc(F)cc2F)nn1C (stereo not given)
→ 4	9	-0.1
> CCNC(=O)C1(C)CCCN(Cc2noc(-c3c(C)noc3C)n2)C1 (stereo not given)
→ 0	-2	0.4
> COc1cccc(-c2oc3c(c2-c2ccc(OC)nc2)C(O)CCC3)c1 (stereo not given)
→ -8	-259	0.1
> Cn1cc(Cc2ccc(C(=O)N3CCOCC3)cn2)c2ccccc21
→ 5	-1	-1.5
> COc1ccc(Cl)cc1C1=NOC2(CCC2)C(=O)N1Cc1cccc(C#N)c1
→ 1	-7	-1.1
> CC(C)c1cc(Cn2c3ccccc3c(=O)n2C(C)Cn2cc(-c3ccccc3)nn2)on1 (stereo not given)
→ 2	-401	-1.3
> O=C(NCc1cccnc1)c1ccc2sc([C@@H]3O[C@H](CO)[C@H](O)[C@H](O)[C@H]3O)nc2c1
→ 0	21	0.5
> CNc1cccc(-c2ccc(C(C)=O)s2)n1
→ -32	-410	-1.2
> CNc1nc(-c2cccc(C(=O)N(C)C)c2)cn2ccnc12
→ 0	-11	0.0
> CCCCn1nnnc1C(c1cc2ccccc2o1)N(C)CCc1ccccc1 (stereo not given)
→ -2	-1	1.3

# Limited to SENP1 inh and MPTP block (2 entries from above):
smiles | SENP1 inh | MPTP block
O=C(NCc1cccnc1)c1ccc2sc([C@@H]3O[C@H](CO)[C@H](O)[C@H](O)[C@H]3O)nc2c1 | 0 | 0.5
CNc1cccc(-c2ccc(C(C)=O)s2)n1 | -32 | -1.2

# Fetched by structure from the entries so far (five):
# Sequence of screens: SENP1 inh	SENP8 block	MPTP block
> COc1ccc(Cl)cc1C1=NOC2(CCC2)C(=O)N1Cc1cccc(C#N)c1
→ 1	-7	-1.1
> Cc1cc(C(=O)N2CCC2(C)C(=O)NS(=O)(=O)c2ccc(F)cc2F)nn1C (stereo not given)
→ 4	9	-0.1
> CCCCn1nnnc1C(c1cc2ccccc2o1)N(C)CCc1ccccc1 (stereo not given)
→ -2	-1	1.3
> Cn1cc(Cc2ccc(C(=O)N3CCOCC3)cn2)c2ccccc21
→ 5	-1	-1.5
> CNc1nc(-c2cccc(C(=O)N(C)C)c2)cn2ccnc12
→ 0	-11	0.0

# (continued)
# Sequence of screens: SENP1 inh	SENP8 block	MPTP block
> CCCCc1c(-c2ccc(Br)cc2)ncn1CCc1ccccc1OC
→ -2	5	4.4
> COc1cc(Cl)c(CNC[C@H]2O[C@@H](n3cnc4c(=O)[nH]c(N)nc43)[C@H](O)[C@@H]2O)c(Cl)c1O
→ -2	24	-1.1
> Oc1ccc(C[C@H]2CNC(=S)N2CC2CCCN2C[C@H](Cc2ccccc2)N2C[C@H](Cc3ccc(O)cc3)N(CC3CCCCC3)C2=S)cc1 (stereo not given in full)
→ 1	20	3.8
> CCCNC(=O)C1(C)CCN(C(=O)c2oc3ccccc3c2C)C1 (stereo not given)
→ 0	17	-0.8
> O=C(Nc1ccccc1Cl)c1cc(C2CCCN(S(=O)(=O)c3cccs3)C2)on1 (stereo not given)
→ 0	4	0.5
> CC(C)NC(=O)Nc1nnc([C@@H]2C[C@H](O)[C@@H](CO)O2)s1
→ 2	13	1.3
> O=C(NCC1CC1)C1Cc2c(-c3cccc(F)c3)ccnc2O1 (stereo not given)
→ 2	14	1.1
> CC(=O)c1ccc(Nc2nc(C(N)CC(C)C)cs2)cc1 (stereo not given)
→ -2	-488	0.9
> COc1ccc2c(c1)C(CC(C)=O)N(c1ccc(-c3cccs3)cc1)C(c1ccsc1)=C2 (stereo not given)
→ -33	-401	3.1
> COc1cccc(CNc2nc(NCC3CC3)nc3ccsc23)c1OC
→ 0	-13	4.3
> O=C(Nc1ccc(Oc2ccccc2)cc1)c1csc([C@@H]2O[C@H](CO)[C@@H](O)[C@H]2O)n1
→ -5	-6	5.6
> O=C1NC[C@H](CCCCN2C[C@H](Cc3ccc(O)cc3)N(CC3CCCCC3)C(=O)C2=O)N(CCC2CCCCC2)C1=O
→ -2	13	-3.0
> Cc1ccc(F)cc1C(=O)N1CCCC(c2cc(C(=O)NCc3ccc(F)cc3)no2)C1 (stereo not given)
→ 0	-42	-0.4
> O=C(NCc1ccccc1Cl)[C@H]1CCCN1C(=O)[C@H]1CCCN1C(=O)c1cccs1
→ 1	14	-1.7
> CCOC(=O)C1(C)CCN1C(=O)c1ccc(C(=O)OC)cc1 (stereo not given)
→ 2	6	3.0
